# HePTP inhibitor: blocks human HePTP tyrosine phosphatase | 110,000 tested, 0.64% active | recombinant HePTP phosphatase activity, OD absorbance | inhibition, % at 20 µM | P35236 | AID 521; in the data active means inhibition above about 50%;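 further: plate controls were vehicle for no effect and reference inhibitor for full effect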
# Target sequence (P35236 whole entry, looked up): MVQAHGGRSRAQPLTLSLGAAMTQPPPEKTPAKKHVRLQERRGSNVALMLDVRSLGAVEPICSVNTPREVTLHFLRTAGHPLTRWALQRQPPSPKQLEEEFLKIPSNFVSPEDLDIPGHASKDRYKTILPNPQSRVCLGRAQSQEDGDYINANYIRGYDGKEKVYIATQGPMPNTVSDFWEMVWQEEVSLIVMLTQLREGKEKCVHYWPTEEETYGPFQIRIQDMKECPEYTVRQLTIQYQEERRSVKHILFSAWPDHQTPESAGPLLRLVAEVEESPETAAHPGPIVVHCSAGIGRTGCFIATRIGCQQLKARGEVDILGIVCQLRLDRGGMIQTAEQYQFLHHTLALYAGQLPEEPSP
# BAP1 block: blocks human BAP1 ubiquitin-AMC hydrolysis. Q92560. recombinant BAP1, Ub-AMC hydrolysis fluorescence kinetic; stronger effect = lower value. activity remaining (% of control), % at 20 µM. 72,000 tested, 0.48% active;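 active means activity remaining at or below 50% of control, provided the compound also passes the data quality filters; inactive means the rest, including low values that fail the filters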;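 further: 100% = DMSO wells rate and 0% = substrate alone blank rate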
# Target sequence (Q92560 whole entry, looked up): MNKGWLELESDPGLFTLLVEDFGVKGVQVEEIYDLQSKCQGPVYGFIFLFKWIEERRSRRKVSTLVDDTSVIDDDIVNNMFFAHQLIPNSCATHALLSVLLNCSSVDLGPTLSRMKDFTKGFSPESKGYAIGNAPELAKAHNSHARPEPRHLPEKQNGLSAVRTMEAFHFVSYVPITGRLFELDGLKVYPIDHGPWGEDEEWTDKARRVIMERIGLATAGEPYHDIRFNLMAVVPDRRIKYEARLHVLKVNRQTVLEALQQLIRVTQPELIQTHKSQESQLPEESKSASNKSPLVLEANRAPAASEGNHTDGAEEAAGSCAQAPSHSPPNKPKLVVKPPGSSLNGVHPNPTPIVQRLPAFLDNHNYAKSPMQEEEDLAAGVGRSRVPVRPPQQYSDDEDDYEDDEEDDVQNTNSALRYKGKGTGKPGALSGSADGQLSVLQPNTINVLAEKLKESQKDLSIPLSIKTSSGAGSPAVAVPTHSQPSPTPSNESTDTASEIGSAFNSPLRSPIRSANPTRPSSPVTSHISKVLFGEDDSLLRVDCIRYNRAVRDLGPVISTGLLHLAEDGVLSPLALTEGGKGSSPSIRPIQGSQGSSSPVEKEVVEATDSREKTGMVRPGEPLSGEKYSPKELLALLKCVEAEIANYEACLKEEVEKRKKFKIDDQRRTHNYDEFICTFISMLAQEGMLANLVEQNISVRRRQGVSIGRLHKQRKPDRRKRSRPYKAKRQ
# Starred values were filed as active, the others as inactive; . = no result given; & = joins results of further samples.
HePTP inhibitor	BAP1 block	molecule
-2	.	O=C1C2C3C=CC(C2C(=O)N1c1ccc(F)cc1)C1C(=O)N(c2ccc(F)cc2)C(=O)C31 (stereo not drawn)
-6	.	CCc1cc(C)cc(OCCOc2cccc(/C=c3\sc4nc5ccccc5n4c3=O)c2)c1
4	85	COc1cc(OC)c(OC)cc1CN1CCCC(C(=O)N2CCCCC2)C1 (stereo not drawn)
0	.	Oc1ccc(-c2cn3c(n2)SCC3)cc1O
-2	66	C/C(Cl)=C\Cn1c(NCCCn2ccnc2)nc2c1c(=O)n(C)c(=O)n2C
3	149	CC(C)CNc1nc2c(c(=O)n(C)c(=O)n2C)n1Cc1cccc(Br)c1
0	.	COc1cc(OC)cc(C(=O)Nc2cc(C)ccc2C)c1
-12	84	CN(CC(=O)NCCc1ccccc1)S(=O)(=O)c1cccs1
10	75	CN(C)CCN1C(=O)C(O)=C(C(=O)c2cc3ccccc3o2)C1c1ccc(N(C)C)cc1 (stereo not drawn)
2	94	CC(=O)C1=C(O)C(=O)N(C2CCCCC2)C1c1ccccc1 (stereo not drawn)
6	104	CC1CCCCC1NC(=O)C1CCN(S(=O)(=O)N2CCC3(CC2)OCCO3)CC1 (stereo not drawn)
-2	.	O=C(O)CCCCCN1C(=O)C(=O)/C(=C(\O)c2ccc(Br)cc2)C1c1ccccc1F (stereo not drawn)

# Sorted by the number under HePTP inhibitor (smallest number first): 3 of the compounds above
HePTP inhibitor	BAP1 block	molecule
-2	.	O=C1C2C3C=CC(C2C(=O)N1c1ccc(F)cc1)C1C(=O)N(c2ccc(F)cc2)C(=O)C31 (stereo not drawn)
3	149	CC(C)CNc1nc2c(c(=O)n(C)c(=O)n2C)n1Cc1cccc(Br)c1
6	104	CC1CCCCC1NC(=O)C1CCN(S(=O)(=O)N2CCC3(CC2)OCCO3)CC1 (stereo not drawn)

# Later entries
HePTP inhibitor	BAP1 block	molecule
6	91	CCc1nnc(NC(=O)CSc2nnc(Cc3cccn3C)n2CCOC)s1
-5	.	Cc1ccc2nc(/C(C#N)=C/c3cc([N+](=O)[O-])ccc3O)[nH]c2c1
-16	74	CC1(C)CC(=O)C=C(Nc2ccc(S(N)(=O)=O)cc2)C1
4	97	CNc1csc(C)c(C)c1=O
14	66	O=C1c2cccc([N+](=O)[O-])c2C(=O)N1c1ccccn1
10	97	O=C(O)C1CSC2(c3ccc4c(c3)OCCO4)CCC(=O)N12 (stereo not drawn)
1	.	CCOC(=O)/C(=C/Nc1c(C)n(C)n(-c2ccccc2)c1=O)[N+](=O)[O-]
-4	.	CCOc1ccc(C(=O)Nc2ccc([N+](=O)[O-])cc2)cc1Cl
2	128	COc1ccc(C2(C(=O)Nc3ccc(C(=O)N4CCOCC4)cc3)CCOCC2)cc1
.	70	Cc1cc(C)nc(N2CC(=O)N(C)C2=N)n1
-2	.	COc1ccc(CCC(=O)Nc2cc(Cl)cc(Cl)c2)cc1
-2	106	N=c1nc(SCCC(=O)O)ss1

# (next part)
HePTP inhibitor	BAP1 block	molecule
2	68	CCS(=O)(=O)c1ccc2oc(SCC(=O)NCCC3=CCCCC3)nc2c1
-1	.	Cc1nc2ccccc2n1C(=O)c1ccc(Cl)cc1[N+](=O)[O-]
4	78	Cc1cccc(N2CC(C)Cn3c2nc2c3c(=O)n(CC(=O)OCc3ccccc3)c(=O)n2C)c1 (stereo not drawn)
-6	.	COc1cc(OC)cc(C(=O)N2CCN(C)CC2)c1
4&0	102	O=S(=O)(Nc1ccc(N2CCCCC2)cc1)c1cccc2cccnc12
8	.	CCN(CC)CCCCCCOc1ccc(Br)cc1
6	104	CSCCC(NC(=O)C1CCC(C)CC1)C(=O)NCCN1CCOCC1 (stereo not drawn)
.	86	O=C1c2cccc3c(N4CCCCC4)ccc(c23)C(=O)N1CCCOC(=O)C12CC3CC(CC(C3)C1)C2
.	73	O=C(Nc1ccc2c(c1)OCCO2)c1cnc2ccccn2c1=O
1	94	COc1ccc(-c2noc(-c3ccccc3Cl)n2)cc1OC
5	99	COC(=O)CCSc1nccn1Cc1ccccc1
6	.	Cc1sc(NC(=O)COc2ccccc2)c(C#N)c1C

# Two entries picked at random from the list so far, as already listed:
HePTP inhibitor	BAP1 block	molecule
1	94	COc1ccc(-c2noc(-c3ccccc3Cl)n2)cc1OC
-1	.	Cc1nc2ccccc2n1C(=O)c1ccc(Cl)cc1[N+](=O)[O-]

# (next part)
HePTP inhibitor	BAP1 block	molecule
5	83	COc1cccc(Cn2nnc3c(=O)[nH]c(C4CCCN(C(=O)c5ccccc5Cl)C4)nc32)c1 (stereo not drawn)
-8	82	O=C1CC(c2ccccc2)n2nc(NS(=O)(=O)c3ccccc3)nc2N1 (stereo not drawn)
-1	.	Cc1cccc(N2C(=O)C(Cl)=C(N3CCOCC3)C2=O)c1C
.	80	CC(=O)N/C(=N\c1nc(C)cc(C)n1)Nc1cccc(C)c1
6	87	COc1ccccc1-n1c(SCC(=O)N2CCCCC2)nnc1-c1ccccc1O
-2	.	O=C(COc1ccccc1[N+](=O)[O-])Nc1ccc(Br)cn1
8	106	CN(C(=O)c1ccc2c(=O)n3c(nc2c1)CCCCC3)c1ccccc1
7	72	CCOC(=O)CNC(=O)c1cnn2cccnc12
-10	74	Cc1cc(OCC(=O)NCc2nc(-c3ccccc3)no2)c(C)cc1Br
6	.	CC(=O)NCC(=O)N(c1ccccc1)C1(C(=O)NC2CCCCC2)CCCCC1
-17	.	COc1ccc(N2C(=O)/C(=C/c3cc(C)n(-c4ccccc4)c3C)C(=O)NC2=S)cc1
13	.	O=C(O)c1cccc(N2Cc3ccccc3C2)c1

# Next entries:
HePTP inhibitor	BAP1 block	molecule
.	185	COc1cccc2sc(=NC(=O)c3ccc(C(C)(C)C)cc3)n(C)c12
-2	101	COC(=O)CSc1nc(C(C)C)nc2ccccc12
4	104	O=C(Cn1c(-c2ccc(Cl)cc2)noc1=O)N1CCN(c2ccccc2F)CC1
-4	.	CCC(C)(C)NC(=O)C(c1cccn1C)N(C(=O)Cn1nnc2ccccc21)c1ccc(F)cc1 (stereo not drawn)
10	99	O=C(O)CCCC(=O)NCCCCc1ccccc1
7	131	CCc1ccc(-c2nc(CN3CCCC(C(=O)NCCc4ccc(OC)c(OC)c4)C3)c(C)o2)cc1 (stereo not drawn)
2	93	COc1ccccc1CNC(=O)C1CCN(S(C)(=O)=O)CC1
-4	107	COC(=O)CCCCC1SCC(NC(=O)OC)C1NC(=O)OC (stereo not drawn)
-7	.	Cc1cccc(N2C(=O)NC(=O)/C(=C\c3ccc(OCc4cccc(C(=O)O)c4)cc3)C2=O)c1
-3	89	COc1cccc(C(=O)N(Cc2ccco2)Cc2cc3cccc(C)c3[nH]c2=O)c1
-8	109	Cc1cccc(NC(=O)C2CCCN(C(=O)Nc3ccccc3)C2)c1C (stereo not drawn)
-3	91	Cc1cc(C)nc(Sc2nc(C)nc3c2oc2ccccc23)n1

# Other structures.
HePTP inhibitor	BAP1 block	molecule
-10	.	CN(C)CCCNC(=O)COc1ccc(Br)cc1
10	.	C=COCCNC(=O)C(=O)Nc1ccc(F)cc1
4	87	CN(C)c1nc(OCC(=O)NC(C)(C)C)nc(N(C)C)n1
-1	.	CCCCNC(=O)C1c2cc(OC)c(OC)cc2C(=O)N(C)C1c1ccc(OC)cc1 (stereo not drawn)
4	.	NC(=O)c1c(NC(=O)Nc2ccc(Cl)cc2)sc2c1CCCC2
8	.	O=C(NNC(=O)c1ccccc1[N+](=O)[O-])c1ccc(NC(=O)c2ccccc2[N+](=O)[O-])cc1
3	115	CC(=O)c1cccc(NC(=O)c2ccc(NS(C)(=O)=O)cc2)c1
2	.	COC(=O)c1c(NC(=O)C(F)(F)F)sc(Cc2ccccc2)c1C
-3	.	CNC(=O)c1ccc(C(=O)c2cc(OC)ccc2OC)cc1
2	106	COc1ccc(NC(=O)CSc2nc3c(c(=O)[nH]2)CCC3)cc1OC
3	.	COC(=O)CCC(=O)Nc1ccc(C)cc1OC(=O)CCC(=O)OC
12	.	COc1ccc(NC(=O)CSc2nnc(-c3ccccn3)n2N)cc1

# The listing continues:
HePTP inhibitor	BAP1 block	molecule
2	.	Cc1ccc(N2C(=O)C3C(C2=O)C2(C)C=CC3(C)O2)c([N+](=O)[O-])c1 (stereo not drawn)
-4	.	COc1ccc(Br)cc1/C=C/C(=O)Nc1cccc(C(F)(F)F)c1
-6	97	O=C(CC(SCCO)c1ccc(F)cc1)c1ccco1 (stereo not drawn)
1	71	NC(=O)c1ccsc1NC(=O)c1ccc(S(=O)(=O)N2CCCCC2)cc1
.	84	COC(=O)c1ccc(C(=O)OC)c(NC(=O)c2ccc([N+](=O)[O-])o2)c1
-4	.	COC(=O)C1=C(C)N(c2ccccc2F)C(=O)/C1=C\c1cccc(OC)c1
7	51	O=C(Cn1nnc(-c2cccc(C(F)(F)F)c2)n1)NC1CCCC1
-7	.	c1ccc(-c2nnc(NCc3nc4ccccc4[nH]3)c3ccccc23)cc1
-3	113	CC(C)(C)NS(=O)(=O)c1ccc2nc(NC(=O)Cc3cccs3)sc2c1
11	101	O=C(Nc1c(Cl)cccc1Cl)C1CCC1
3	116	COc1cc(-c2nnc(-c3ccc(S(=O)(=O)c4ccccc4)cc3)o2)cc(OC)c1OC
1	.	Cc1cccc(N=C(N2CCOCC2)P(=O)(N2CCOCC2)N2CCOCC2)c1

# Compounds from the list above that contain a furan ring, fused or not:
HePTP inhibitor	BAP1 block	molecule
10	75	CN(C)CCN1C(=O)C(O)=C(C(=O)c2cc3ccccc3o2)C1c1ccc(N(C)C)cc1 (stereo not drawn)
-3	89	COc1cccc(C(=O)N(Cc2ccco2)Cc2cc3cccc(C)c3[nH]c2=O)c1
-3	91	Cc1cc(C)nc(Sc2nc(C)nc3c2oc2ccccc23)n1
-6	97	O=C(CC(SCCO)c1ccc(F)cc1)c1ccco1 (stereo not drawn)
.	84	COC(=O)c1ccc(C(=O)OC)c(NC(=O)c2ccc([N+](=O)[O-])o2)c1

# Other records follow.
HePTP inhibitor	BAP1 block	molecule
4	.	Cc1cccc(NC(=O)CNc2cc(C)ccc2C)c1
-11	.	Cc1nnc(-c2ccccc2)c[n+]1[O-]
7	173	COc1ccccc1-n1c(=O)oc2ccc(Cl)cc2c1=O
10	.	Cc1ccc(OCC(=O)N2CCN(c3ccccn3)CC2)c(C)c1
-5	90	O=C(Cn1cccc1)N1CCN(C(c2ccccc2)c2ccccc2)CC1
-14	.	COc1ccccc1N(CC(=O)Nc1ccc(C)cc1C)S(=O)(=O)c1ccccc1
1	.	CCCOc1ccc(C=Nc2ccc(Nc3ccccc3)cc2)cc1OC
.	70	Cc1cccc(C)c1NC(=O)CCC(=O)O
25	.	CC(C)C1=NN2C(=N)/C(=C/c3ccc(-c4cccc(C(=O)O)c4)o3)C(=O)N=C2S1
5	.	Clc1ccc(-c2ncc(-c3ccccc3)o2)cc1
7	78	CCOc1cccc2cc(-c3nnc(NCc4ccco4)s3)c(=O)oc12
8	98	O=C(CCCCCn1c(=O)[nH]c2ccsc2c1=O)N1CCN(C2CCCCC2)CC1

# (list continues)
HePTP inhibitor	BAP1 block	molecule
4	93	Cc1ccc2oc(=O)n(CC(=O)O)c2c1
-1	.	O=C(COc1ccc(Cl)cc1Cl)Nc1ccc(Br)c(Cl)c1
-3	.	CCCOc1cccc(C(=O)Nc2sc(CCC)cc2C(=O)OC)c1
-3	98	CS(=O)(=O)NCCSCc1c(F)cccc1Cl
-4	.	CSc1ccc(C(C2=C(O)CC(C)(C)CC2=O)C2C(=O)CC(C)(C)CC2=O)cc1 (stereo not drawn)
7	105	CCCC(=O)OCC(=O)Nc1cc(C(C)(C)C)nn1-c1ccccc1
6	104	O=C(O)c1cccc(N2C(=O)CSC2c2c(F)cccc2Cl)c1 (stereo not drawn)
-10	88	CC(C)OCCCN1C(=O)c2ccccc2C1C(=O)NC1CCCCC1 (stereo not drawn)
-6	92	CCOC(=O)c1c(-c2ccsc2)csc1N
.	90	O=C(c1cc2n(n1)C(C(F)(F)F)CC(c1ccc(F)cc1)N2)N1CCN(Cc2ccccc2)CC1 (stereo not drawn)
15	70	Cn1c(CN2CCCC2)nc2cc(NC(=O)COc3ccc(Cl)cc3)ccc21
1&-11	80	O=C(c1ccc(S(=O)(=O)N2CCCC2)cc1)N1CCCc2ccccc21

# More structures follow.
HePTP inhibitor	BAP1 block	molecule
3	.	COc1ccc(OC)c(N2Cc3ccc(OC)c(OC)c3C2=O)c1
0	95	Cc1ccc(-n2nnc3c(=O)n(CC(=O)NCC4CCCO4)cnc32)cc1 (stereo not drawn)
-15	.	CS(=O)(=O)N(Cc1ccc(C(=O)Nc2ccc(F)c(Cl)c2)cc1)c1ccccc1
4	.	COC(=O)c1ccc(/C=C2\SC(=Nc3cccc(Cl)c3Cl)NC2=O)cc1
6	.	Cc1c(NC(=O)c2ccc(-c3ccc(Cl)cc3Cl)o2)cccc1-c1nc2ncccc2o1
4	.	O=C(Nc1ccc(Cl)c(Cl)c1)c1ccc2c(c1)OCCO2
11	110	CCSc1nc2nc(C)cc(C)n2n1
25	.	Cc1ccc(/C=C(/C#N)c2nc3ccc(C)cc3[nH]2)cc1
-6	.	Cc1ccc(OCC(=O)N2CCOCC2)c(Br)c1
31	110	CCn1cc(C(=O)N=c2sc3ccccc3n2C)c(=O)c2ccc(C)nc21
8	151	O=C(C1CCC(C(=O)N2CCCC2)CC1)N1CCCC1 (stereo not drawn)
-10	124	O=C(COC(=O)CSc1nnc(-c2ccc(Cl)cc2)o1)NCc1ccc2c(c1)OCO2

# Additional results follow.
HePTP inhibitor	BAP1 block	molecule
-3	109	COc1cc(OC)cc(C(=O)NCCSCc2ccco2)c1
.	95	CCC1CCc2c(sc(NC(=O)c3ccc(Cl)c([N+](=O)[O-])c3)c2C(=O)OC)C1 (stereo not drawn)
5	.	COc1ccc(NC(=O)c2cc(-c3ccc(C)o3)nc3ccccc23)c(OC)c1
5	85	O=C(CSc1ncnc2c1oc1ccccc12)c1cccs1
11	.	COc1ccc(N=Cc2c(O)n(-c3cc(OC)ccc3OC)c(=O)[nH]c2=O)c(OC)c1
-4	.	c1csc(-c2nc3sc(-c4cccs4)nc3s2)c1
-6	94	Cc1ccc(SCCNC(=O)C(CO)(CO)CO)cc1
